APE1 inh: blocks human APE1 abasic DNA cleavage. P27695. hit rate 0.35% among 350,000. AID 2517. Potency, µM (titrated, usually from 65.8 µM), without a hit: top-dose activity change, negative = inhibition, hits mostly inhibitors. recombinant APE1, TAMRA/BHQ-2 abasic DNA cleavage fluorescence;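 further: potency means the concentration at half of the fitted maximal effect; plate controls were vehicle for no effect and reference inhibitor for full effect; nearly all actives have a fitted effect of over 55% in size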
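Readout is kinetic fluorescence (ex 525, em 598 nm) from cleavage of 50 nM TAMRA/BHQ-2 THF abasic duplex by 0.75 nM APE1, compound added 15 min beforehand at RT.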
Pol iota inh: blocks human DNA polymerase iota activity; AID 588590; Pol iota fluorescent replication assay, 10 min; hit rate 1% among 390,000; Potency, µM (series often up to 115 µM), without a hit: at the top dose activity, negative = inhibition, actives largely listed as inhibitors; Q9UNA4; further: potency means the concentration at half of the fitted maximal effect
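Pol iota at 10 nM preincubated 15 min with compounds at room temperature; reaction started with fluorescent substrate, 50 nM final. Fluorescence read kinetically at 0 and 10 min; buffer-only wells as negative control.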
12-LOX inh: ALOX12 (human) lipoxygenase inhibition. hit rate 1.1% among 580,000. AID 1671190. purified 12hLO, xylenol orange hydroperoxide absorbance. P18054. Potency, µM (titrated, usually from 108 µM), for inactives: at the highest dose activity change, negative = inhibition, actives largely listed as inhibitors; further: potency means the concentration at half of the fitted maximal effect; on the % scale 0 is the no-effect control and ±100 the full control effect
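Purified human 12hLO (150 nM final) in 25 mM Hepes, 0.01% Triton X-100, pH 7.0 was preincubated 15 min at room temperature with compound. Then 40 uM arachidonic acid was added, 30 min. Hydroperoxide was read by Fe-XO absorbance ratio 573/405 nm.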
Pol beta inh: inhibitors of human DNA polymerase beta; Potency, µM (top dose mostly 114 µM), for inactives: top-dose activity change, negative = inhibition, most hits filed as inhibitors; Pol beta primer extension/strand displacement, fluorescence kinetic; P06746; hit rate 1.3% among 340,000; further: potency means the concentration at half of the fitted maximal effect; on the % scale 0 is the no-effect control and ±100 the full control effect
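10 nM enzyme + cpd, 15 min RT; start with substrate 50 nM final; read 0 min and after 10 min RT. Corrected, normalized data; 4-parameter Hill curve fit.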
POLK inh: blocks human DNA polymerase kappa activity; hit rate 0.53% among 400,000; purified Pol kappa, fluorescent DNA synthesis assay, 10 min; Potency, µM (doses to about 107 µM), for the others: at the top dose activity, negative = inhibition, hits mostly inhibitors; further: potency means the concentration at half of the fitted maximal effect; on the % scale 0 is the no-effect control and ±100 the full control effect
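10 nM Pol kappa preincubated 15 min at room temperature with compounds, then reaction started with substrate at 50 nM final. Fluorescence read kinetically at 0 and 10 min; buffer-only wells served as negative control.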
ERG Ets-DNA blk: ERG Ets/DNA interaction inhibition; Potency, µM (highest dose often 76.9 µM), inactives show at the highest dose FP activity, negative = inhibition, usual class: inhibitors; hit rate 0.028% among 370,000; fluorescence polarization, His-ERG Ets domain / labelled DNA; AID 624246; P11308; active means well fitted inhibition curve with a large enough effect in the polarisation, with a control signal flat; inconclusive means small, poorly fitted or top-dose-only effect, or effect the other way, or a change in a side signal; inactive means no such curve, though single readings can be large or run the other way; the % refers to the polarisation;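 further: polarization taken with two DNA probes labelled with fluorescein and Texas red; potency means the concentration at half of the fitted maximal effect; % of control where 0% means no effect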
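His-tagged ERG Ets domain (1 uM in the protein solution; 300mM KCl, 50mM Tris-HCl, 1mM EDTA, 1mM DTT, pH 7.5) received compound, then a probe mix of 5 nM fluorescein-DNA and 100nM Texas-615-DNA. Fluorescence polarization was read for both dyes.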
BLM helicase inh: inhibitors of human Bloom syndrome helicase BLM; Potency, µM (doses to about 56.1 µM), inactives show at the top dose activity change, negative = inhibition, hits mostly inhibitors; recombinant BLM DNA unwinding, fluorescence dequenching; hit rate 0.2% among 350,000;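 further: potency means the concentration at half of the fitted maximal effect; plate controls were vehicle for no effect and no enzyme for full effect; nearly all actives have a fitted effect of over 35% in size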
Target sequence (P54132 whole entry, looked up): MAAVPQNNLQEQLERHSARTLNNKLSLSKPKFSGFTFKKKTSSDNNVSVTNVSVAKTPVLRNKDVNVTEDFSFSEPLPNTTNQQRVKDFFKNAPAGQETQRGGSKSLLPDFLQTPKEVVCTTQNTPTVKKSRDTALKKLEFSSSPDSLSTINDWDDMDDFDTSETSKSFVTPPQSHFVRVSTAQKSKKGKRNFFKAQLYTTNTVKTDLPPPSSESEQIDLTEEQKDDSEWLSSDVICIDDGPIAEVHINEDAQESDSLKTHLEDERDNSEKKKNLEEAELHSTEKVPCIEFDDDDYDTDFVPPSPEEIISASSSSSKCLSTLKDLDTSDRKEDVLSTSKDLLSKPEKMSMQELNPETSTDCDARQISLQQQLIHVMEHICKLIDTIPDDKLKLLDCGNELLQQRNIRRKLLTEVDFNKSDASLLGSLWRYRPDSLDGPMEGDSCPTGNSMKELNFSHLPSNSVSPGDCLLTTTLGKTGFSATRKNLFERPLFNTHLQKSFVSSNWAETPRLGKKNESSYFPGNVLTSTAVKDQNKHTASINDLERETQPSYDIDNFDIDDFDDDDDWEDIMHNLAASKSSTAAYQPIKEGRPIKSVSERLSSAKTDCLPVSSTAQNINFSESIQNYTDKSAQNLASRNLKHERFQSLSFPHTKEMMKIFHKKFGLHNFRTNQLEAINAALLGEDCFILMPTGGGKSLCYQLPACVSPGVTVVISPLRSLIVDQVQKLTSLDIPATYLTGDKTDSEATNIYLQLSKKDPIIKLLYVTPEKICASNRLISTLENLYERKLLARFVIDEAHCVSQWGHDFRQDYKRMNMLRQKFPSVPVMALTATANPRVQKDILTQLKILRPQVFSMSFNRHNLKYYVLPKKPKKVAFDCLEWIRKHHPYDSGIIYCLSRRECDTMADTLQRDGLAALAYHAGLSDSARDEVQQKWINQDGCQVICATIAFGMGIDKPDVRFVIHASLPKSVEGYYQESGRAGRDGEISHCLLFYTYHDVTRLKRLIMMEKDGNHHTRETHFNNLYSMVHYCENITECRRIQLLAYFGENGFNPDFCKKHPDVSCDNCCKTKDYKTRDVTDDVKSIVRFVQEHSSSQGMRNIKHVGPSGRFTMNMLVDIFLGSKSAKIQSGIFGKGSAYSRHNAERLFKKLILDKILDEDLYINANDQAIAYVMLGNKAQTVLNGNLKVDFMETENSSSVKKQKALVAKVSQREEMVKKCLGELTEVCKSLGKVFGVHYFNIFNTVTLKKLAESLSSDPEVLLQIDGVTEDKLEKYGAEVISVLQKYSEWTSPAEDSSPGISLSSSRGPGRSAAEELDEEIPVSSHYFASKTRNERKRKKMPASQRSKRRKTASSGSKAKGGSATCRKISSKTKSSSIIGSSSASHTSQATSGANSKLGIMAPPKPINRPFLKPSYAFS
Apoferritin bind: candidate novel general anesthetic via apoferritin binding; apoferritin/1-aminoanthracene competitive binding, fluorescence; hit rate 0.074% among 350,000; Potency, µM (doses to about 77.5 µM), for inactives: at the top dose activity change, negative = displacement, usual class: inhibitors; further: potency means the concentration at half of the fitted maximal effect; on the % scale 0 is the no-effect control and ±100 the full control effect; nearly all actives have a fitted effect of over 20% in size
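Steps: apoferritin (10 uM) was premixed with half-saturated 1-AMA in PBS, compounds were pin-transferred, plates stood 10 min at room temperature, fluorescence was read at 380/535 nm, and curves were fitted with a Hill equation.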
TRHR agonist: TRH receptor (human) agonism | hit rate 0.18% among 360,000 | P34981 | activation, % at 2 µM | AID 493084 | TRHR cells, calcium flux fluo-8, FDSS agonist mode; in the data active means activation above about 30%; further: 0% is about no effect
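Steps: seed TRHR cells overnight; add fluo-8 no-wash Ca dye, RT 30 min–1.5 h; record 10 s baseline; pin-transfer compounds; monitor fluorescence 1 cycle/s for the agonist window. Calcium increases flag candidate agonists.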
Starred values were filed as active, the others as inactive; ? = inconclusive; / = not tested or not shown; [ ] = another dose, or the depositor's remark. Unless noted, the call rests on the fitted dose curve; in most records, active means well fitted curve in the direction sought with a large enough effect; inconclusive means small, poorly fitted or top-dose-only effect, or another doubt; inactive means no such curve, though single readings can be large; an effect the other way counts as inactive or inconclusive. The list is partial. The share of hits here may be higher or lower than overall.

The line under a structure holds: APE1 inh	Pol iota inh	12-LOX inh	Pol beta inh	POLK inh	ERG Ets-DNA blk	BLM helicase inh	Apoferritin bind	TRHR agonist
C=CCN1C(=O)C2(OCCCO2)c2c(C)ccc(C)c21
    -5%	38%	2%	-11%	12%	12%	-2%	-19%	-0.2
Cc1c(C(=O)N2CCC(C)CC2)sc2ncnc(N(C)c3ccccc3)c12
    -1%	17%	?	-5%	-7%	-3%	5%	2%	-0.8
CCOc1ccc(CN2CCCC(N3CCN(c4ccc(OC)cc4)CC3)C2)cc1 (configuration not stated)
    13%	-24%	-5%	-2%	3%	-8%	2%	-1%	0.6
Cc1cc(-c2ccco2)n(CC(=O)NCc2ccco2)n1
    4%	-11%	?	-2%	-36%	10%	0%	0%	0.0
CCCCSc1ncnc2c1ncn2C1CCCCO1 (configuration not stated)
    /	14%	-19%	/	7%	-5%	/	/	/
CCc1cccc(NC(=O)CCNS(=O)(=O)c2ccc3c(c2)oc(=O)n3C)c1
    27%	-12%	-4%	2%	2%	-2%	1%	-9%	-0.1
COc1ccc(CCN2CC(C(=O)N(C)Cc3c(C)n[nH]c3C)CCC2=O)cc1 (configuration not stated)
    6%	-15%	3%	27%	4%	-10%	-1%	-2%	0.0
COCCN=C1Sc2nc3c(C)cccc3cc2CN1Cc1ccco1
    4%	?	32µM*	14%	-2%	-1%	-12%	-1%	0.5
COc1ccc(NC(=O)c2cc(C3CC3)nc3c2cnn3C(C)C)cc1OC
    -2%	2%	12%	/	-25%	8%	/	/	-1.3
c1ccc2c(c1)[nH]c1ccncc12
    -11%	59%[activator]	3%	/	4%	1%	/	/	0.0
Cc1ccc(N2CC(C(=O)Nc3ccccn3)CC2=O)cc1 (configuration not stated)
    3%	-11%	?	-24%	6%	0%	0%	-3%	-0.2
Cn1c(=NC(=O)COc2ccccc2)sc2cc(F)cc(F)c21
    4%	12%	/	3%	-5%	2%	-1%	1%	0.5
Cc1cnc(C(=O)OCC(=O)N(Cc2ccccc2)C(C)C)cn1
    2%	6%	-9%	0%	-5%	-8%	0%	-9%	0.1
OCC1(Cc2ccc(Cl)cc2)CCN(Cc2ccccc2F)CC1
    3%	-6%	4%	28%	7%	15%	-1%	-10%	3.5
O=C(COc1ccc2ccccc2c1)NNC(=O)Nc1ccccc1F
    -5%	79µM*	11%	35µM*	-11%	-8%	-10%	-8%	-0.2
CC(=O)N(O)C/C=C/c1cccc(Oc2ccccc2)c1
    -2%	/	/	/	12%[60.1 µM]	/	-9%	-14%	/
Cc1nnc(SCC(=O)Nc2c(C)n(C)n(-c3ccccc3)c2=O)n1Cc1ccccc1
    -2%	26%	-5%	2%	7%	-4%	2%	-1%	0.3
Cc1ccc2c(c1)N(CC(=O)NC1CCCCC1)C(=O)c1cccnc1O2
    6%	22%	-25%	24%	-9%	-8%	-1%	?	-0.3
O=C(N[C@@H]1C/C=C\C[C@H](CC(=O)N(CCO)Cc2ccccc2)C(=O)N[C@@H](Cc2ccccc2)COC1=O)OCC1c2ccccc2-c2ccccc21
    -9%	15%	0%	/	2%	2%	/	/	/
O=C(CCC(=O)Nc1cccc([N+](=O)[O-])c1)NCc1ccccc1
    -13%	55%[activator]	-7%	0%	0%	-2%	-1%	-8%	-0.2
COc1cccc2cc(C(=O)Nc3ccccc3C)/c(=N/O)oc12
    59%[activator]	-29%	0%	4%	-10%[60.1 µM]	4%	-4%	0%	-0.6
NCCN1CCN2C(=O)CN(C(=O)c3ccccc3)CC12 (configuration not stated)
    27%	8%	17%	/	10%	-2%	/	/	/
CCN1C(=O)C(CC(=O)Nc2ccc(F)cc2)N(CCCN2CCN(c3ccc(F)cc3)CC2)C1=S (configuration not stated)
    0%	71%[activator]	12%	-13%	-20%	-3%	-9%	-20%	2.1
Cc1ccc(C(CC(=O)O)NC(=O)CN2C(=O)c3ccccc3C2=O)cc1 (configuration not stated)
    24%	138%[activator]	-4%	23%	-8%	3%	-3%	-10%	0.8
COc1ccc(CNC(=O)c2ccccc2C(=O)O)cc1
    12%	7%	12%	-1%	0%	-5%	1%	2%	0.5
COc1ccc(C(=O)NC(C(=O)NCc2ccccn2)C(C)C)cc1 (configuration not stated)
    4%	4%	77%[activator]	1%	-17%	7%	1%	-6%	0.1
CC1=C(c2ccc(F)cc2)S(=O)(=O)NC1=NCc1ccccc1F
    /	?	-23%	?	-9%[60.1 µM]	4%	2%	-7%	0.0
CCCCCCSc1nc(O)c(C2OC(=O)c3c2ccc(OC)c3OC)c(=O)n1-c1ccccc1 (configuration not stated)
    3%	?	283%[activator]	-20%	-27%	-10%	-9%	?	0.2
O=C(COc1ccc(Cl)cc1)N(Cc1ccccc1)c1ccccn1
    -3%	7%	-18%	2%	-1%	-2%	-5%	-16%	0.2
CCOC(=O)Cn1nc(-c2ccccc2)c(-c2ccccc2)nc1=O
    -8%	45%[activator]	6%	15%	-6%	13%	-8%	-8%	-1.1

Going on with the list.
The line under a structure holds: APE1 inh	Pol iota inh	12-LOX inh	Pol beta inh	POLK inh	ERG Ets-DNA blk	BLM helicase inh	Apoferritin bind	TRHR agonist
Cc1ccc(OCc2nn3c(-c4ccco4)nnc3s2)cc1
    2%	7%	0%	2%	7%	-10%	-1%	-9%	-1.7
O=C(COC(=O)CCS(=O)(=O)c1ccc(Cl)cc1)NCCc1ccccc1
    0%	14%	6%	-15%	-2%	11%	-1%	-10%	-0.5
CN1CC=C2C(C#N)=C(N)C(C#N)(C#N)C(c3cccc(Cl)c3Cl)C2C1 (configuration not stated)
    10%	24%	-21%	6%	-16%	-5%	-5%	14%	12
O=C1CCCN1CCCNCC(O)c1ccccc1 (configuration not stated)
    34%	5%	-9%	-28%	0%	2%	-5%	31%[activator]	0.3
O=C(NCc1ccccc1)C1=C[C@H](c2ccc3c(c2)OCO3)C[C@H](OCCCCO)O1
    11%	2%	194%[activator]	-2%	4%	-6%	-5%	-11%	-0.6
O=C(NC1CCCc2ccccc21)C1CCCO1 (configuration not stated)
    0%	-7%[58.9 µM]	4%	0%	-11%	-8%	-1%	-10%	0.0
COc1ccc(OC)c(NC(=O)c2ccccc2OC(C)=O)c1
    -5%	-23%	-3%	/	-4%	/	/	/	/
O=C(NCCc1ccc(C(F)(F)F)cc1)C1CCC(=O)N(CCc2cccc(F)c2)C1 (configuration not stated)
    2%	25%	-4%	-8%	-1%	0%	-2%	-9%	0.2
CCN(CC)S(=O)(=O)c1cccc(NC(=O)COc2ncnc3sccc23)c1
    1%	-2%	1%	22%	-7%	4%	-9%	-21%	-0.4
CC1CN(CCOc2ccc([N+](=O)[O-])cc2)CC(C)O1 (configuration not stated)
    -3%	29%	-25%	26%	-14%	1%	-13%	-9%	-0.2
C=CCN1C(=O)C(CC(=O)Nc2ccc(OC)cc2)SC1=Nc1ccc(S(N)(=O)=O)cc1 (configuration not stated)
    ?	19%	-7%	-2%	-4%	-6%	-5%	-9%	-0.3
COc1cc(CNC(C)(C)CO)cc(Br)c1OCc1ccc(Cl)cc1
    -2%	13%	-28%	-3%	-6%	2%	-1%	1%	1.2
CCOC(=O)c1cnc2cc(-c3ccc(Cl)cc3)nn2c1-c1ccccc1
    /	-18%	-11%	12%	10%	-17%	-3%	-20%	-0.2
COc1cc(CC(=O)OCC(=O)N(C)C2CCCCC2)cc(OC)c1OC
    -11%	17%	-8%	/	-1%	/	/	/	/
CCc1nn2c(=O)cc(COC(=O)c3cccs3)nc2s1
    /	36%[activator]	-16%	4%	5%	-1%	-5%	-19%	0.7
CC1=CC(c2ccccc2)n2ncnc2N1 (configuration not stated)
    /	38%	-17%	/	0%	7%	/	/	/
COc1ccc(NC2CCCN(C(=O)c3oc(C)cc3C)C2)cc1OC (configuration not stated)
    54%[activator]	16%	28%	15%	-11%	1%	-4%	-7%	-0.8
COCCCN1C(=O)C(=O)/C(=C(/O)c2ccc3c(c2)OCCO3)C1c1ccc(C(=O)OC)cc1 (configuration not stated)
    -5%	-12%	?	0%	-11%	0%	1%	-8%	-0.1
CCCNc1nc2c(c(=O)[nH]c(=O)n2C)n1CCCc1ccccc1
    13%	51%[activator]	-18%	5%	-6%	-2%	-3%	-14%	-0.2
OCC1(CO)COC(c2ccccc2)=N1
    2%	16%	49%[activator]	-6%	-21%	-3%	-8%	-7%	0.1
CC(C)CCC1CC(CSC(=N)N)OC1=O (configuration not stated)
    -3%	12%	20%	4%	-16%	-3%	-1%	-24%	-0.5
Cc1ccc(Cl)cc1NC(=O)CSCc1cnn(-c2ccccc2)c1-n1cccc1
    /	20%	-19%	-1%	6%	-1%	-13%	84%[activator]	0.4
Cc1ccc(C)c(-c2cc(C(=O)NCc3cccs3)c3ccccc3n2)c1
    -7%	-9%	9%	-20%	-6%	5%	-7%	?	0.0
CN(C)CC(C)(C)CNC(C(=O)Nc1ccc(Cl)cc1C(F)(F)F)c1ccccc1 (configuration not stated)
    0%	11%	8%	3%	-9%	-19%	1%	-19%	0.5
Cc1ccc(-n2c(=O)c3cccnc3n2CC(=O)NCc2ccc(Cl)cc2)cc1
    /	-9%	-21%	1%	-10%	2%	-3%	-7%	0.6

Structures above marked active in 12-LOX inh.
Compound | APE1 inh | Pol iota inh | 12-LOX inh | POLK inh | ERG Ets-DNA blk | BLM helicase inh | Apoferritin bind
COCCN=C1Sc2nc3c(C)cccc3cc2CN1Cc1ccco1 | 4% | ? | 32µM* | -2% | -1% | -12% | -1%
